TIM10 inh: growth inhibitors of TIM10 yeast strain; S. cerevisiae TIM10 strain growth, BacTiter-Glo luminescence, 24 h; inhibition, % at 10 µM; 330,000 tested, 1.4% active;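 active means inhibition of 40% or more at the single tested concentration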;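 further: wild-type TIM10 isogenic control strain grown at permissive 25 °C; 0% = DMSO yeast wells and 100% = minimal medium wells without yeast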
APOBEC3A inh: inhibitors of human APOBEC3A DNA deaminase; P31941; recombinant A3A, FAM/TAMRA ssDNA deamination fluorescence; inhibition, % at 20 µM; 330,000 tested, 0.41% active; AID 493011;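 active means at least 40% inhibition at 20 µM here, with at most 30% in a related deaminase screen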;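 further: plate controls were A3A with DMSO for no effect and wells lacking A3A enzyme for full effect; some results filed as inactive read as strong as hits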
Target sequence (P31941 whole entry, looked up): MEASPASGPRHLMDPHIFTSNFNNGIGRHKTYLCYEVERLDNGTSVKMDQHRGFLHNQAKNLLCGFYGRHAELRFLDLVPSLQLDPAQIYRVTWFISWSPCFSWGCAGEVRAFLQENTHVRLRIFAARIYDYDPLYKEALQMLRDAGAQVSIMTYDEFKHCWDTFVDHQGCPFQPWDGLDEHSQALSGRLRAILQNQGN
mIAP inh: blocks mouse intestinal alkaline phosphatase; purified mouse IAP, CDP-Star luminescence, 30 min; inhibition, % at 10 µM; 330,000 tested, 0.2% active;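 active means inhibition of at least 40% at 10 µM in the primary screen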;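 further: plate controls were DMSO with enzyme for no effect and no enzyme wells for full effect; values of inactives mirror those of a sister screen read the other way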
hIAP inh: blocks human intestinal alkaline phosphatase; P09923; purified IAP, CDP-Star luminescence, 30 min; inhibition, % at 10 µM; 330,000 tested, 0.12% active; AID 2544;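 active means inhibition reaching a set limit with compound at 10 µM in the primary screen, cut at about 35% in these data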;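 further: plate controls were DMSO wells with enzyme for no effect and no-enzyme buffer wells for full effect; values of inactives mirror those of a sister screen read the other way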
A3G deaminase: inhibitors of human APOBEC3G DNA deaminase; 330,000 tested, 0.28% active; inhibition, % at 20 µM; Q9HC16; recombinant A3G, ssDNA deamination FAM/TAMRA fluorescence; AID 493012;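 active means inhibition of at least 40% at 20 µM, with no more than 30% in the related APOBEC3A deaminase screen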;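 further: plate controls were DMSO wells with A3G for no effect and wells lacking A3G enzyme for full effect; some compounds called inactive have numbers as strong as hits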
Target sequence (Q9HC16 whole entry, looked up): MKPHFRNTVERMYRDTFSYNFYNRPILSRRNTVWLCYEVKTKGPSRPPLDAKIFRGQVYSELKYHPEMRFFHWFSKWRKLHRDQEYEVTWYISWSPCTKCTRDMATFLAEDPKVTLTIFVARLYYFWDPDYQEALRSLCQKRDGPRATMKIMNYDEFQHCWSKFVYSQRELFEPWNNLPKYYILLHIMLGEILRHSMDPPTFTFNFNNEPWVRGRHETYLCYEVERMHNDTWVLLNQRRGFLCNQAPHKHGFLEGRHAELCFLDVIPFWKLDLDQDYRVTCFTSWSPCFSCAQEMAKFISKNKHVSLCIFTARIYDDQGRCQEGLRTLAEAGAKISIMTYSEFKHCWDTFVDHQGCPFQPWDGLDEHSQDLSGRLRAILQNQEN
beta cell repl: MIN6 beta-cell proliferation induction | MIN6 cells proliferation, ATPlite luminescence, 48 h; cells starved in 0.2% serum; 100% = growth in 10% serum | proliferation, % at 10 µM | 330,000 tested, 0.29% active;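 active means compounds whose signal lies at least 3.5 SD above the mean of all wells on their plate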;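 further: 0% = DMSO-treated cells in low-serum medium and 100% = 10% serum control; some compounds called inactive have numbers as strong as hits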
mIAP activ: mouse IAP activation | muIAP, CDP-Star luminescence, 30 min; active compounds read high; 1 = vehicle-only enzyme signal, 0 = enzyme-free wells | activation factor at 10 µM | 330,000 tested, 0.24% active;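 active means activation factor of at least 2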; further: the source names both 10 and 20 µM as test concentration; values of inactives mirror those of a sister screen read the other way
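Assay system: mouse IAP enzyme; Reagent: CDP-Star chemiluminescent phosphatase substrate; Compound: DMSO-dissolved test compounds; Incubation: 30 min, room temperature; Technique: luminescence from enzymatic CDP-Star hydrolysis; Controls: DMSO-only wells and no-enzyme negative control.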
NLRP3 yeast inh: inhibitors of NALP3 inflammasome in yeast; Yeast reconstituted NLRP3/ASC/caspase-1, beta-gal luminescence, 24 h; inhibition, % at 10 µM; 330,000 tested, 0.39% active;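 active means inhibition of 50% or more; inactive means inhibition below 50%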;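 further: plate controls were induced DMSO wells for no effect and uninduced yeast grown without galactose for full effect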
tim10-1 inh: inhibits growth of tim10-1 mutant yeast. S. cerevisiae tim10-1 ts strain growth, BacTiter-Glo, 24 h. inhibition, % at 20 µM. 330,000 tested, 2.2% active. AID 463190;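 active means inhibition of at least 40%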;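 further: mutant grown at 25 °C; 0% = DMSO wells with yeast and 100% = wells holding no yeast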
An asterisk follows results filed as active.

SMILES	TIM10 inh	APOBEC3A inh	mIAP inh	hIAP inh	A3G deaminase	beta cell repl	mIAP activ	NLRP3 yeast inh	tim10-1 inh
CCOC(=O)Cn1c(=O)oc2cc(S(=O)(=O)N3CCCC(C(=O)OCC)C3)ccc21 (stereo not drawn)	2	-2	-2	1	-4	-2	1	-2	0
Cc1cc(C)c(S(=O)(=O)NCCc2ccccc2)c(C)c1	25	-3	0	-5	-1	0	1	14	16
O=C(CN1CCN(c2ncccn2)CC1)Nc1ccccc1C(F)(F)F	1	-1	-2	5	-3	0	1	21	18
CCCN1CCc2c(sc3nc(SCC)n(-c4ccc(OC)cc4)c(=O)c23)C1	-27	-1	2	14	-6	0	0.98	49	-38
CC(C)(C)c1ccc(OCCC(=O)OCC(=O)NC2CCS(=O)(=O)C2)cc1 (stereo not drawn)	9	0	9	13	-5	-2	0.91	19	2
CCOC(=O)C1=C(c2ccccc2)O/C(=C(\C(=O)OC)C(F)(F)F)S1	3	-3	1	-1	-5	-1	0.99	-1	15
Cc1cc(C)n2c(SCC(C)C)nnc2n1	1	-4	8	2	-4	4	0.92	23	4
Cc1ccc(NC(=O)c2ccccc2OCC(=O)Nc2ccccc2F)cc1S(=O)(=O)N(C)C	14	-3	-18	-16	-2	-6	1.2	7	6
CCc1ccc(N(CC(=O)Nc2ccccc2C(=O)N2CCCC2)S(C)(=O)=O)cc1	-3	-1	-1	-13	-3	-1	1	0	3
CCN(CC)S(=O)(=O)c1cc(C(=O)OC(C)C(=O)NCc2ccco2)ccc1C (stereo not drawn)	12	0	-13	-22	0	-4	1.1	8	20
O=C(Nc1ncc(Cc2cccc(Cl)c2Cl)s1)C1CCCO1 (stereo not drawn)	-31	-8	6	-20	-5	-4	0.94	25	-7
Cc1ccc(CNC(=O)CCCn2c(=O)[nH]c3ccccc3c2=O)cc1	-1	-1	-6	1	-5	-1	1.1	10	17
O=C(OCC(=O)N1CCN(C(=O)c2ccco2)CC1)c1cc(-c2cccc(Br)c2)nc2ccccc12	29	3	10	14	-3	-5	0.9	30	17
O=C(OCC(=O)c1c[nH]c2ccccc12)c1cc(S(=O)(=O)N2CCOCC2)ccc1F	9	-5	-5	-23	-2	-8	1.1	7	15
O=C(COC(=O)c1ccc(F)cc1F)NCCNC(=O)COC(=O)c1ccc(F)cc1F	3	-5	9	9	-9	1	0.91	-1	12
Cc1cc(C(=O)Nc2ccon2)cs1	6	1	-3	3	1	0	1	9	12
N/C(=N\OC(=O)c1cccc([N+](=O)[O-])c1)c1cccnc1	18	-1	3	3	-4	3	0.97	1	31
COC(=O)CC1=NC(=O)CS1	-1	-6	-10	-15	-6	-3	1.1	9	3
CCOc1cc(OCC)cc(C(=O)Nc2cccnc2)c1	4	-5	3	-15	-8	0	0.97	-1	6
CCOC(=O)C1=C(COC(=O)c2cccs2)NC(=O)NC1C (stereo not drawn)	-10	0	1	-16	-8	-2	0.99	21	-15
Cc1ccc(C)c(NC(=O)CN(C)C(=O)Cc2ccc(Cl)cc2Cl)c1	-9	3	-6	-21	7	-2	1.1	21	15
CCC(C)[C@H](NC(=O)C1CCC(CNC(=O)[C@@H]2CCCN2C(=O)OC(C)(C)C)CC1)C(=O)O (stereo partly drawn)	1	-3	6	9	-7	2	0.94	6	-2
CCCCNC(=O)CSc1nc(CCC)nc2ccccc12	-13	2	-4	-7	-3	1	1	32	-18
O=C(CSc1nc2ccc(NC(=O)CSc3nnnn3Cc3ccccc3)cc2s1)Nc1ccccc1	2	-7	-2	-8	-2	-1	1	6	3
Cc1cc([N+](=O)[O-])ccc1N1C(=O)c2ccc(C(=O)Nc3ccccc3C(=O)O)cc2C1=O	-10	-2	-3	-4	-7	-1	1	-5	28
Cc1ccc(C(=O)NCCCNC(=O)c2ccco2)cc1	-2	-1	-2	7	-6	-3	1	1	0
CCCCOCCCNC(=O)COc1ccccc1	-16	0	-3	-26	-1	-2	1	37	-21
O=C(COC(=O)c1cccs1)NCCc1ccc(F)cc1	-1	-2	11	21	-8	0	0.89	10	3
N#Cc1cc(-c2ccccc2)nc(N2CCNCC2)n1	18	1	-1	3	-1	-4	1	2	-1
Cc1cccc(OCC(=O)NC2CCCCCC2)c1C	-7	-7	3	7	-8	1	0.97	21	-2
Cc1ccc(C)c(NC2=NS(=O)(=O)c3ccccc32)c1	-7	-9	-1	-10	-6	-1	1	-20	-12
COC(=O)c1c(NS(=O)(=O)c2ccc(C)cc2)sc2c1CCC(C)C2 (stereo not drawn)	32	-1	11	-74	-5	0	0.89	-13	22
C/C(=N\N=C(c1ccccc1)c1ccccc1)c1cccs1	-31	0	13	-1	1	-4	0.87	19	-16
CCOc1ccc2c(c1)N(C(=O)CN1C(=O)CCC1=O)C(C)(C)C=C2C	1	-2	-20	-7	-5	-1	1.2	11	0
CCCCCNC(=O)c1cc(S(=O)(=O)N2CCCCC2)ccc1F	17	-7	8	-6	-7	-2	0.92	12	26
CC(=O)Nc1ccc(C(=O)Cn2nnc3ccccc3c2=O)cc1	4	0	13	15	-7	-3	0.87	-3	-7
Cc1cc(C)cc(NC(=O)N2CCCCCCC2)c1	14	-4	-4	12	-4	0	1	-7	39
O=C(Nc1ccc(S(=O)(=O)N2CCCCC2)cc1)c1ccc(CN2CCc3ccccc3C2)cc1	25	-3	0	-1	0	-6	1	-2	16
CCCCOc1ccc(/C=C/C(=O)OCC(=O)N2CC(=O)Nc3ccccc32)cc1OCC	12	2	-4	-20	-8	-3	1	1	10
COc1ccc(-c2cc(C(=O)N3CCN(C(c4ccccc4)c4ccccc4)CC3)no2)cc1	69*	1	11	10	-1	-3	0.89	11	59*
COc1cccc(CNC(=O)CCNC(=O)c2ccc(Br)o2)c1	3	-7	0	16	-2	0	1	-5	13
Cc1ccc(Nc2ncnc3sc(C)c(C)c23)cc1C	25	-20	-3	-4	-7	0	1	6	15
COc1ccc(CCNC(=O)c2cc3c(=O)n4ccccc4nc3n(CC3CCCO3)c2=N)cc1OC (stereo not drawn)	-1	0	-6	3	-7	-1	1.1	-8	-1
Cc1ccccc1OCC(=O)NCC1CCCO1 (stereo not drawn)	-12	-5	-2	4	-7	0	1	17	15
O=C1CSC(=Nc2ccccc2)N1	5	-3	-7	12	-3	2	1.1	7	4
CCCc1cc(NCc2ccccn2)n2nc(C)c(-c3ccccc3)c2n1	47*	0	-8	-40	4	-4	1.1	26	43*
O=C(NCCCN1CCOCC1)c1cccc(S(=O)(=O)Nc2ccccc2Cl)c1	-3	-2	3	-25	-4	5	0.97	-2	-5
CCOc1ccccc1NC(=O)CSc1nnc(-c2cnccn2)n1C	12	-1	1	3	-9	0	0.99	5	13
CCN(Cc1ccccc1)C(=O)c1cc2c(OC)c(OC)c(OC)cc2[nH]1	-12	-2	0	-13	-9	-1	1	10	20
CSc1ccc(CN2CCSCC2)cc1	-29	-3	3	20	-7	-1	0.97	11	-32
CCCCN(CCCC)CCNC(=O)c1cn(CC)c2ccc(S(=O)(=O)N(C)C3CCCCC3)cc2c1=O	0	-5	7	8	-5	-6	0.93	16	4
Cc1c(O)nc(SC2CC(=O)N(c3ccccc3)C2=O)[nH]c1=O (stereo not drawn)	9	-4	0	-2	-3	0	1	10	13
Cc1ccc(NC(=O)c2sc(C)nc2C)c(C)c1	-17	3	-3	4	-7	-2	1	13	0
CC(=O)c1ccc(NC(=S)NCC(c2ccco2)N2CCCC2)cc1 (stereo not drawn)	6	-4	4	8	-10	-2	0.96	9	-18
CCOC(=O)CN1CC23C=CC(O2)C(C(=O)O)C3C1=O (stereo not drawn)	2	0	9	2	7	-1	0.91	13	7
CCCN1C(=O)CC(=O)N=C1SCC(=O)Nc1ccccc1F	14	-2	13	4	-4	-3	0.87	12	-11
O=C(COC(=O)CNC(=O)c1ccc([N+](=O)[O-])o1)Nc1ncc(Cl)cc1Cl	-3	-1	-7	-23	-3	-6	1.1	9	27
COc1ccc(/C=C2\CCC/C(=C\C=N\N(C)C)C2=O)cc1	31	0	-6	-7	-2	-7	1.1	-9	26
COc1cccc2c1C(=O)c1c(O)c3c(c(O)c1C2=O)C[C@](O)(C(C)=O)C[C@H]3O[C@@H]1C[C@@H](N)[C@@H](O)[C@@H](C)O1	-1	50*	6	9	24	-8	0.94	43	3
C[C@@H](C(=O)NCc1ccccc1)[C@@H]1C[C@@]1(C)[C@@H](NC(=O)OCc1ccccc1)c1ccccc1	6	0	-64	5	-2	-6	1.6	6	12
The results go on:
SMILES	TIM10 inh	APOBEC3A inh	mIAP inh	hIAP inh	A3G deaminase	beta cell repl	mIAP activ	NLRP3 yeast inh	tim10-1 inh
CC(=O)Nc1ccc(C(=O)N(C)C(C(=O)Nc2ccc(C)cc2)c2ccccn2)cc1 (stereo not drawn)	3	-2	6	-15	-10	-3	0.94	-6	11
CCOCCCn1c(SCC(=O)Nc2cc(OC)ccc2OC)nc2ccccc2c1=O	11	-4	0	5	-6	-1	1	8	19
COc1ccc(C(=O)Nc2ccc(C(=O)N3CCOCC3)cc2)cc1OC	1	-1	-2	-19	-7	-2	1	8	-1
CCn1cc(C(=O)NCC(C)C)c(=O)c2cc(F)c(N3CCN(C(=O)c4ccco4)CC3)cc21	5	-8	2	3	-9	2	0.98	27	5
COc1ccc(CC(=O)N2CC3(C)CC2CC(C)(C)C3)cc1 (stereo not drawn)	19	-3	-11	16	-3	0	1.1	-2	26
O=C(Nc1ccc(N2CCN(C(=O)c3ccco3)CC2)cc1)c1cccs1	21	0	4	-15	-4	-2	0.96	4	19
COc1ccc(C(C(=O)Nc2ccc(C(C)C)cc2)N(Cc2ccco2)C(=O)CC2NC(=O)NC2=O)cc1 (stereo not drawn)	1	-5	-4	-36	-3	-3	1	0	7
Cc1c(Cc2ccccc2)c(=O)oc2cc(O)ccc12	30	-3	-1	-10	-6	-2	1	20	-17
COc1ccc(C)cc1S(=O)(=O)Nc1ccc(-n2c(C)nc3ccccc3c2=O)cc1	15	0	3	-13	-3	-1	0.97	19	8
Cc1cc(OCC(=O)Nc2ccc(CN3CCOCC3)cc2)c2c(C)c(C)c(=O)oc2c1	17	-5	-4	0	-5	-2	1	8	33
Cc1cc(C(=O)N/N=C/c2cccc(OC(=O)c3cccc(Br)c3)c2)n[nH]1	5	-2	-3	-78	7	-3	1	22	22
CCCCN(CC)S(=O)(=O)N1CCC(C(=O)NCCCN2CCOCC2)CC1	-15	-2	1	13	-9	0	0.99	2	16
Cc1cc(OCC(=O)Nc2ccncc2)c(C)cc1Br	24	-4	-21	-6	-3	-6	1.2	24	-4
CCc1ccc(OCC(=O)OC(C)C(=O)Nc2ccc(Cl)cn2)cc1 (stereo not drawn)	4	-5	3	10	-9	-1	0.97	-5	24
CCCC(=O)NCc1ccccc1Cl	2	3	5	9	-6	-2	0.95	2	7

APOBEC3A inh, entries above that show a hit.
SMILES | APOBEC3A inh | mIAP inh | hIAP inh | A3G deaminase | mIAP activ | NLRP3 yeast inh | tim10-1 inh
COc1cccc2c1C(=O)c1c(O)c3c(c(O)c1C2=O)C[C@](O)(C(C)=O)C[C@H]3O[C@@H]1C[C@@H](N)[C@@H](O)[C@@H](C)O1 | 50* | 6 | 9 | 24 | 0.94 | 43 | 3

Assay outcomes as filed in PubChem BioAssay.

No enrichment for hits; about 4.6% have a hit in one of these screens.
